Screening results as filed in PubChem BioAssay.
KDM5B inh: inhibitors of human KDM5B histone demethylase | AID 1347165 | KDM5B demethylase, FDH-coupled NADH fluorescence (FDH is formaldehyde dehydrogenase) | 2.6% of 220,000 active | Q9UGL1 | Potency, µM (doses to about 57.7 µM), inactives show top-dose activity change, negative = inhibition, most hits filed as inhibitors; active = well fitted inhibition curve with a large enough effect; inconclusive = small, poorly fitted or top-dose-only effect; inactive = no such curve, though single readings can be large or run the other way; note: 0% is about no effect; nearly all actives have a fitted effect of over 70% in size
Target sequence (Q9UGL1 whole entry, looked up): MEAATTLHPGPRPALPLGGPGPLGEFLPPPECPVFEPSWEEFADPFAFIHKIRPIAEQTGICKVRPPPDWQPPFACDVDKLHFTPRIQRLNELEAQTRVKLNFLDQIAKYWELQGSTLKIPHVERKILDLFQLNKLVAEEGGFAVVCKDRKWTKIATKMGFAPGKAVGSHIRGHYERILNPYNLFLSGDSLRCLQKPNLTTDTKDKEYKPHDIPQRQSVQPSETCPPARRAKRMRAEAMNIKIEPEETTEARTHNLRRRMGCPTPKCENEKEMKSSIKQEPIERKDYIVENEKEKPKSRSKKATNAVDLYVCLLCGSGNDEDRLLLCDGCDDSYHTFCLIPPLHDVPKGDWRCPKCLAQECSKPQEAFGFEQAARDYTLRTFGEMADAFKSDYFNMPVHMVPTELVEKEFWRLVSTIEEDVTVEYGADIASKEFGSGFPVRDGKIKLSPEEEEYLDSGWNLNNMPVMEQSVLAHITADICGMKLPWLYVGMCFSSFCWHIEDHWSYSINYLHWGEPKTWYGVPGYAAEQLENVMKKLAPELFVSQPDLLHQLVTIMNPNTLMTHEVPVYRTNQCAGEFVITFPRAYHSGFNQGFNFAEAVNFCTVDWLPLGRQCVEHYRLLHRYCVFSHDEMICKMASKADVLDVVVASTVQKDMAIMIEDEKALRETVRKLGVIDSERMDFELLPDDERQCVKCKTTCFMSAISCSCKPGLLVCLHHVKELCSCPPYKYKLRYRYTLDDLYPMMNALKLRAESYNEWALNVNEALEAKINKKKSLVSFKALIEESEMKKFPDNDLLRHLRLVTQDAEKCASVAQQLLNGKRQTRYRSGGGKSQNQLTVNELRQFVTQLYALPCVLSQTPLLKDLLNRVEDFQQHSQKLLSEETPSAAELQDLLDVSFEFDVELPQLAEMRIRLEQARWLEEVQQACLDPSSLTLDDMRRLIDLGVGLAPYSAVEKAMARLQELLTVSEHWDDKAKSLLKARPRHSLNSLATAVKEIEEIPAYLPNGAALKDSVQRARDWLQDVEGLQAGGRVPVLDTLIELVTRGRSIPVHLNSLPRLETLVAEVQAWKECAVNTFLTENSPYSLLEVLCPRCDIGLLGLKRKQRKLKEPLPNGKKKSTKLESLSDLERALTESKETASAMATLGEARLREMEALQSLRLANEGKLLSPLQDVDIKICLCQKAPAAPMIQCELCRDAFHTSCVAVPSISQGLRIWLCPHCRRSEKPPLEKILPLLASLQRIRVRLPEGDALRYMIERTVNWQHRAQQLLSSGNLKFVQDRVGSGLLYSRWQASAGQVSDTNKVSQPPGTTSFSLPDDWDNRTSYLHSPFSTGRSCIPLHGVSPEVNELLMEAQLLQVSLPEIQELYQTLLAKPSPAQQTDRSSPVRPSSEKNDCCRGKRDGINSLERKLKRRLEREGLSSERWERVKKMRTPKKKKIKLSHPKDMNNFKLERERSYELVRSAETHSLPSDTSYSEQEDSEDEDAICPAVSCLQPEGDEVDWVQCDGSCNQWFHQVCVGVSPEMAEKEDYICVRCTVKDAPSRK
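KDM5BΔAP (200 nM final) in 50 mM HEPES pH 7.5, 0.01% Tween-20 was preincubated 10 min at RT with compound over a concentration range. Substrate mix (H3K4me3 12.5 µM, α-KG 25 µM, Fe²⁺, ascorbate, NAD⁺, FDH) was added, and NADH fluorescence change over 30 min gave dose-response curves.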
* hit, by the source's call; i = inactive; ? = inconclusive; & = joins results of further samples; [ ] = dose if it differs, or a comment. Potency is the fitted concentration of half-maximal effect. This is a subset; the hit share may differ from the screen's.

KDM5B inh	Molecule
?	CCOc1ccc2nc(Cl)c(C3CC(c4ccco4)=NN3S(C)(=O)=O)cc2c1 (configuration not stated)
27%	COC(CNC(=O)c1cc(S(=O)(=O)N2CCc3ccccc32)ccc1F)OC
15%	CC(C)NC(=O)COc1ccc(/C=N/NC(=O)C(C)SCc2ccccc2)cc1 (configuration not stated)
-29%	COCC1CN(Cc2ccccc2F)CC12CCNCC2 (configuration not stated)
?	Cc1ccsc1C(=O)NC1CCN(c2cc(-c3ccc(F)cc3)[nH]n2)C1 (configuration not stated)
-7%	CCC(C)n1c(SCc2c(F)cccc2Cl)nc2ccsc2c1=O (configuration not stated)
-19%	COc1ccc(OC)c(CNc2ncnc3onc(-c4ccc(Cl)cc4)c23)c1
5%	COC(=O)C1=CN(c2cccc(C(F)(F)F)c2)C=C(C(=O)OC)C1c1ccc(Cl)cc1
17%	CC(C)c1noc(CC2CCN(C(=O)c3ccc(F)c(Cl)c3)CC2)n1
-1%[86.2 µM]	CCNC(=O)O[C@@H]1CO[C@H]2[C@@H]1OC[C@@H]2n1cc(C(=O)OC)nn1

As a working copy, part of the list above.
KDM5B inh	Molecule
?	CCOc1ccc2nc(Cl)c(C3CC(c4ccco4)=NN3S(C)(=O)=O)cc2c1 (configuration not stated)
27%	COC(CNC(=O)c1cc(S(=O)(=O)N2CCc3ccccc32)ccc1F)OC
15%	CC(C)NC(=O)COc1ccc(/C=N/NC(=O)C(C)SCc2ccccc2)cc1 (configuration not stated)
-29%	COCC1CN(Cc2ccccc2F)CC12CCNCC2 (configuration not stated)
?	Cc1ccsc1C(=O)NC1CCN(c2cc(-c3ccc(F)cc3)[nH]n2)C1 (configuration not stated)
-7%	CCC(C)n1c(SCc2c(F)cccc2Cl)nc2ccsc2c1=O (configuration not stated)
-19%	COc1ccc(OC)c(CNc2ncnc3onc(-c4ccc(Cl)cc4)c23)c1

Remaining list, next part
KDM5B inh	Molecule
0%	CCc1ccc(NC(=O)C2CCN(C(=O)c3ncn4c3COC(c3ccc(F)cc3)C4)CC2)cc1 (configuration not stated)
?	O=C(Nc1ccc(Cl)cc1Cl)c1cc(S(=O)(=O)NCc2ccc3c(c2)OCO3)ccc1F
-28%	Cc1sc2c(c1C)c(=O)n(-c1cccc(C(F)(F)F)c1)c(=O)n2Cc1ccc(F)cc1
-20%[86.2 µM]	CN(Cc1cc(C[C@@H]2C[C@H](NS(C)(=O)=O)C2(C)C)no1)c1ccccc1
?	CCOC(=O)c1[nH]c2ccc(OC)cc2c1NC(=O)CCN1CCC(C(=O)OCC)CC1
-10%	COc1cc(OC)c(OC)cc1CNC(=O)c1ccc(S(=O)(=O)N2CCCCC2)cc1
5%&-6%	O=C(C1CC1)N1CCC2(C1)C(=O)N(CCc1ccccc1)c1ccccc12 (configuration not stated)
35%	Cc1ccc(-n2c(C3CCN(C(=O)Cc4cccc(F)c4)CC3)n[nH]c2=O)cc1
?	Cc1sc(NC(=O)CSc2n[nH]c(N)n2)c(C#N)c1C
-6%	Cc1ccc(CNC(=O)CCc2ccccc2)cn1
?	COc1cc(F)cc(-c2cnc3[nH]cc(CC(=O)NCc4cccnc4)c3c2)c1
11%	O=C(COCC(=O)N(c1ccccc1)c1ccccc1)Nc1ccccc1
?	O=C(Nc1nc2ccc(F)cc2s1)c1nc(S(=O)(=O)Cc2ccccc2F)ncc1Cl
1%	Cc1[nH]c2ccccc2c1C(=O)C(C)Oc1ccccc1F (configuration not stated)
6%	C=C(C)Cn1c(SCCCCCC)nc2c1c(=O)[nH]c(=O)n2C
-19%	O=C(Cn1c(=O)oc2cc(S(=O)(=O)N3CCCC3)ccc21)NCc1ccc(F)cc1
?	COc1ccccc1NC(=O)C1=C(C)Nc2nc(SCc3ccccc3)nn2C1c1cccc(O)c1 (configuration not stated)
-8%[115 µM]	O[C@@H]1C[C@@H](c2nc(C3CC3)no2)N(Cc2cccs2)C1
?	COCCNc1ncc(C(=O)O)c(-c2cc(F)cc(F)c2)n1
39%[activator]	O=C1CC(c2ccccc2)N(C(=O)CNC(=O)NCc2ccc(F)cc2)CCCCCN1 (configuration not stated)
-5%	CCc1ccc2oc(C(=O)Nc3nc(C)c(C(=O)OCC(C)C)s3)cc(=O)c2c1
20%	Cc1ccc(C(=O)COC(=O)C2CC(=O)N(NC(=O)c3ccc(Cl)cc3Cl)C2)cc1 (configuration not stated)
?	Cc1ccc(NC(=O)c2cc3c(N4CCCC4)nc(C)cn3n2)cc1
9%[86.2 µM]	CCOC(=O)N1CCC(Oc2cnc3c(ccn3-c3cncnc3)c2)CC1
15%	O=C1CCN(S(=O)(=O)c2ccccc2)CCCC(C(=O)NCc2ccccc2)CCN1 (configuration not stated)
-18%[115 µM]	CCC(C)n1cnc2cccnc21 (configuration not stated)
5%	COc1ccc(N(CC(=O)N2CCN(Cc3ccccc3)CC2)S(=O)(=O)c2ccc(F)cc2)cc1
3%	C#CCCN([C@H](C(=O)OC)C(C)C)S(=O)(=O)c1ccccc1Br
28µM*	CCCOc1nccnc1NC1CCN(C(=O)c2cccnc2)CC1
?	COc1ccc(CC(=O)NCc2csc(-c3cccs3)n2)cc1OC
24%	COc1ccc(/C(C)=N/N=C(N)N)c(OC)c1
?	COC(=O)C1=CN(C(C)C)C=C(C(=O)OC)C1c1ccc(C(F)(F)F)cc1
12%	Cc1nn(C)c(C)c1CCN(C)C(=O)[C@H]1CN(Cc2ccccc2)C[C@H]1C(=O)O
?	Cc1nnnn1CCCN1CCc2onc(-c3ccc(C(F)(F)F)cc3)c2C1
8%	COC(=O)c1ccc(Cl)c(NC(=O)CN(c2ccccc2)S(=O)(=O)N(C)C)c1
?	Cc1ccccc1Cn1ccn(-c2ccc(F)c(F)c2)c(=O)c1=O
17%	Cc1cc(S(=O)(=O)N2CCC(n3cnnc3C3CC3)CC2)ccc1Cl
-5%	O=C(NC1CCCCC1)C1CN(S(=O)(=O)c2cccc(F)c2)CC12CCOCC2 (configuration not stated)
-19%	COCCCNC(=O)C1CCN(Cc2cc3ccccc3n2Cc2cccc(Cl)c2)CC1
?	CC(C)n1nc(OC(C)(C)C(=O)Nc2cccnc2)c2cc(CN3CCOCC3)ccc21
-22%	CC1CCN(c2nc(-c3ccc(Br)cc3)nc3ccccc23)CC1
40µM*	Cn1cnc2cc(-c3cccc4[nH]ncc34)cc(C(=O)NCc3cccnc3)c21
6%[149 µM]	Cn1nccc1CN1CCn2c(nnc2-c2ccccc2)C1
-22%	Cc1nn2c(c1-c1ccccc1Oc1ccccc1)N(C(=O)Cc1ccc3c(c1)OCO3)CCC2
10%	CC1(C(=O)OCc2cc(=O)oc3cc4c(cc23)CCC4)CC1(Cl)Cl (configuration not stated)
-19%	COc1cccc(C(=O)N2CCOc3ccc(CN4CCCCC4)cc3C2)c1
26%	COCCCNC(=S)Nc1cc(C)c(C)cc1C
-18%	OC(C#CC(O)(c1ccccc1)c1ccccc1)c1ccc(F)cc1 (configuration not stated)
18%	CC1CCN(C(=O)c2ccc(CN(c3ccccc3)S(C)(=O)=O)cc2)CC1
-16%[149 µM]	CN(Cc1ccc(F)cc1)C(=O)C1CC1

Further compounds follow:
KDM5B inh	Molecule
?	Cc1ccc(C(=O)Nc2c(-c3ccccc3)nc3ccccn23)cc1C
-18%	O=C(CCn1ccn2nc3c(c2c1=O)CCCC3)NCc1ccc(F)c(Cl)c1
-10%	CCN1CCN(CCCN2CC3(CCN(C(=O)CN)CC3)OC2=O)CC1
?	O=C1NC[C@@H](CCC(=O)N2CCCC2)N2C[C@@H](NCc3ccc(CO)o3)C[C@@H]12
1%	O=C(c1ccsc1)N1CC(c2nnc(-c3ccncc3)o2)C2(CCOCC2)C1 (configuration not stated)
?	CSc1ccc(CCNC(=O)CCn2c(=O)c3cccn3c3ccc(F)cc32)cc1
-9%	Cc1ccc(CNC(=O)CSc2nc3ccccc3nc2N2CCCC2)cc1
-6%	CC(C)CNC(=O)c1cc(-c2cccc(Cl)c2)on1
6%	CCn1nc(C(=O)Nc2ccc3c(c2)CCC3)c2ccccc2c1=O
-15%	CC(C)CNc1nc(-c2ccc(O)c(C(N)=O)c2)cs1

Part of the list above, in markdown:
| SMILES | KDM5B inh |
| --- | --- |
| Cc1ccc(C(=O)Nc2c(-c3ccccc3)nc3ccccn23)cc1C | ? |
| O=C(CCn1ccn2nc3c(c2c1=O)CCCC3)NCc1ccc(F)c(Cl)c1 | -18% |
| CCN1CCN(CCCN2CC3(CCN(C(=O)CN)CC3)OC2=O)CC1 | -10% |
| O=C1NC[C@@H](CCC(=O)N2CCCC2)N2C[C@@H](NCc3ccc(CO)o3)C[C@@H]12 | ? |

Other entries follow:
KDM5B inh	Molecule
20%[86.2 µM]	CN(C)Cc1cc(CC2(NCc3ccc(N(C)C)cc3)COC2)no1
-1%[115 µM]	O=[S+]([O-])(c1cccs1)N1CCC2(CC(c3cccc(C(F)(F)F)c3)=NO2)C1 (configuration not stated)
-16%	COc1ccc(CCN2CC(NCc3cccnc3)CC2=O)cc1 (configuration not stated)
2%	O=C(CSc1ncnc2nc(N3CCOCC3)sc12)Nc1cc(C(F)(F)F)ccc1Cl
-23%	CCCCCCCCN1C(=O)[C@@H](CC(=O)NCc2ccc(OC)c(OC)c2)C[C@@]2(C(=O)OC)C1=C[C@H](COCc1ccccc1)O[C@@H]2C
i	CC(C)N(C(=O)COc1ccc2ccc(=O)oc2c1)c1ccccc1
-3%	COc1cccc(OC)c1OCC(O)CN1CCN(c2ccccc2F)CC1 (configuration not stated)
6%	CCc1ccc(-c2nc(C)c(C(=O)N3CCN(Cc4ccc(C#N)cc4)CC3)s2)cc1
8%	CC(=O)c1c(OS(=O)(=O)c2cccc3cc(C)cnc23)ccc2c(C)cc(=O)oc12
-11%	Cc1ccc(NC(=O)CCc2c(C)nc3nc(C)nn3c2C)c(Cl)c1

Structures listed so far that contain a furan ring, fused or not:
KDM5B inh	Molecule
?	CCOc1ccc2nc(Cl)c(C3CC(c4ccco4)=NN3S(C)(=O)=O)cc2c1 (configuration not stated)
?	O=C1NC[C@@H](CCC(=O)N2CCCC2)N2C[C@@H](NCc3ccc(CO)o3)C[C@@H]12

Continued:
KDM5B inh	Molecule
-6%	O=C1CC(c2noc(-c3cc(Cl)ccc3F)n2)CN1c1ccc(F)cc1 (configuration not stated)
-14%	COc1ccc(C2(C(=O)N3CCCC(c4nc(C(C)C)no4)CCNC(=O)CC3)CC2)cc1 (configuration not stated)
-6%	CC1CCN(C(=O)Cn2cc(SCC(=O)NCc3ccc(F)cc3)c3ccccc32)CC1
5%	Cc1cc(C)n(C(C)CC(=O)NCc2ccc(Cl)cc2)n1 (configuration not stated)
5%	CCc1nnc2sc(-c3ccc(CNC(=O)C(C)(C)Oc4ccc(Cl)cc4)cc3)nn12
?	CN(C)C(=O)c1c(NC(=O)c2ccccc2F)sc2c1CCC(C(C)(C)C)C2 (configuration not stated)
8%	Cc1ccnn1Cc1cc(C(=O)O)c2ccccc2n1
-7%	O=C(O)/C=C/c1c(Cl)cccc1Cl
?	Cc1ccc(CNC(=O)c2ccc(Cn3c(SCc4ccccc4F)nc4cccnc43)cc2)cc1
?	COc1ccc(Cn2nc(C(=O)O)c3ccccc3c2=O)cc1
-12%	O=[N+]([O-])c1ccc(SCCc2ccccn2)cc1
-17%	CN1C[C@H](O)C[C@H]1c1nnc2n1CCN(S(=O)(=O)c1ccccc1)CC2
?	S=C1NC2=C(CCc3ccccc32)C(c2ccc(Cl)cc2)N1 (configuration not stated)
?	Cc1c(C(=O)OCC(=O)N2C(C)CCCC2C)oc2ccccc12 (configuration not stated)
?	COc1ccc(-c2nc(C3CC(=O)N(c4ccc(F)c(Cl)c4)C3)no2)c(OC)c1 (configuration not stated)
-6%	O=[N+]([O-])c1ncccc1OCc1ccc(Cl)c(Cl)c1
?	NC(=O)c1cccc(-c2cc3c(cn2)CN(Cc2ccncc2)CCN3)c1
0%	COc1ccc(C2(C(=O)N3CCCC(CN4CCOCC4)CC3)CC2)cc1 (configuration not stated)
?	COCCNC(=O)CCCn1c(=O)c2cc(OC)c(OC)cc2n(CC(=O)Nc2ccc(F)cc2)c1=O
?	COC(=O)c1cc2sccc2n1Cc1nc(-c2ccc(C)cc2)oc1C
27%	O=C(CN1CCCC(c2nccn2Cc2cscn2)C1)N1CCOCC1 (configuration not stated)
?	Cc1ccc2nc(Nc3ccc(Cl)cc3)c3nncn3c2c1
-17%	CCOc1ccc(OCC)c(NC(=O)c2ccc(-c3ccccc3)s2)c1
35µM*	O=C1CC2(CCN(Cc3cccnc3)CC2)Oc2ccccc21
2%	COc1ccc(CCNC(=O)CCCCCn2c(SCC(N)=O)nc3cc4c(cc3c2=O)OCO4)cc1OC
8%	Cc1cccc(NC(=O)C2CCCCC(=O)N2)c1 (configuration not stated)
-16%	Cc1cc(C)cc(N2CCC(N3CCC(CCC(=O)NC4CC4)CC3)CC2)c1
?	NC(=O)CCC(NC(=O)c1ccc(-c2ccc(F)cc2)o1)C(=O)O (configuration not stated)
-3%[86.2 µM]	CC[C@H]1CN(C(C)=O)CC[C@H]1CC(=O)NCc1ccc2c(c1)OCO2
32µM*	O[C@H]1[C@H](NCc2cccc(C(F)(F)F)c2)[C@@H](c2ccc(N3CCOCC3)nc2)C[C@H]1O
?	Cc1cncc(-c2ccc(S(N)(=O)=O)cc2F)c1
22%	CCC(CC)NC(=O)C1CCN(c2cn[nH]c(=O)c2)C1 (configuration not stated)
-16%	CCOc1cc(C2CC(=O)NC(SCC(=O)OC)=C2C#N)ccc1O (configuration not stated)
-4%	Cc1ccc(CCNC(=O)c2ccc(CNS(=O)(=O)c3ccc(F)cc3)cc2)cc1
17%	CN(CCOc1ccc(Cl)cc1)Cc1nc(N)nc(N)n1
?	FC(F)(F)c1cccc(N/N=C/c2ccc(Cl)cc2Cl)c1
